# SW480 rereplic – DNA re-replication induction in SW480 cells; Potency, µM (highest dose often 46.1 µM), for inactives: top-dose re-replication activation, hits mostly activators; actives 1.8% (n = 340,000); AID 624297; SW480 DNA re-replication, Hoechst DNA content imaging, 48 h; further: potency means the concentration at half of the fitted maximal effect; % of control where 0% means no effect; nearly all actives have a fitted effect of over 55% in size
#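 First, 250 cells per well were seeded. Next, compound or vehicle (23 nL) was pinned in, plates sat 48 hr at 37 C. Finally Hoechst was added for 40 min before fluorescence scanning.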
# HT1080NT lethal – kills 2HG-producing HT-1080-NT fibrosarcoma cells; Potency, µM (highest dose often 46.1 µM), for inactives: at the top dose activity, negative = less viability, usual class: cytotoxic; HT-1080-NT fibrosarcoma viability, CellTiter-Glo ATP luminescence, 48 h; actives 1.6% (n = 360,000); AID 686970;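 further: NT is the 2HG producing partner of a matched IDH1 knockdown line; potency means the concentration at half of the fitted maximal effect; 0% = DMSO-treated cells and -100% = media-only wells without cells; nearly all actives have a fitted effect of over 55% in size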
#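 Viability by CellTiter-Glo luminescence after 48 h compound exposure at 37C of HT-1080-NT cells (750/well, RPMI, 5% FBS). % activity scaled between DMSO wells and medium-only wells, then curve-fitted and categorized by curve class.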
# HT1080 IDH1KD tx – HT-1080 IDH1 knockdown cell toxicity (counter line) | Potency, µM (highest dose often 46.1 µM), without a hit: at the top dose activity, negative = toxicity, most hits filed as cytotoxic | AID 686971 | HT-1080 IDH1 knockdown viability, ATP luminescence, 48 h | actives 2% (n = 360,000);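 further: potency means the concentration at half of the fitted maximal effect; 0% = DMSO wells and -100% = cell-free medium wells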
#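 After a 2 h attachment period, IDH1KD HT-1080 cells took pin-transferred compound for 48 h at 37 °C; ATP-based luminescence after 10 min room-temperature reagent incubation reported viability.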
# WRN helicase inh – WRN helicase (human) inhibition; Q14191; WRN helicase unwinding, fluorescent forked duplex, kinetic; Potency, µM (doses to about 114 µM), without a hit: top-dose activity change, negative = inhibition, most hits filed as inhibitors; actives 0.46% (n = 360,000); further: potency means the concentration at half of the fitted maximal effect; on the % scale 0 is the no-effect control and ±100 the full control effect; nearly all actives have a fitted effect of over 55% in size
# Target sequence (Q14191 whole entry, looked up): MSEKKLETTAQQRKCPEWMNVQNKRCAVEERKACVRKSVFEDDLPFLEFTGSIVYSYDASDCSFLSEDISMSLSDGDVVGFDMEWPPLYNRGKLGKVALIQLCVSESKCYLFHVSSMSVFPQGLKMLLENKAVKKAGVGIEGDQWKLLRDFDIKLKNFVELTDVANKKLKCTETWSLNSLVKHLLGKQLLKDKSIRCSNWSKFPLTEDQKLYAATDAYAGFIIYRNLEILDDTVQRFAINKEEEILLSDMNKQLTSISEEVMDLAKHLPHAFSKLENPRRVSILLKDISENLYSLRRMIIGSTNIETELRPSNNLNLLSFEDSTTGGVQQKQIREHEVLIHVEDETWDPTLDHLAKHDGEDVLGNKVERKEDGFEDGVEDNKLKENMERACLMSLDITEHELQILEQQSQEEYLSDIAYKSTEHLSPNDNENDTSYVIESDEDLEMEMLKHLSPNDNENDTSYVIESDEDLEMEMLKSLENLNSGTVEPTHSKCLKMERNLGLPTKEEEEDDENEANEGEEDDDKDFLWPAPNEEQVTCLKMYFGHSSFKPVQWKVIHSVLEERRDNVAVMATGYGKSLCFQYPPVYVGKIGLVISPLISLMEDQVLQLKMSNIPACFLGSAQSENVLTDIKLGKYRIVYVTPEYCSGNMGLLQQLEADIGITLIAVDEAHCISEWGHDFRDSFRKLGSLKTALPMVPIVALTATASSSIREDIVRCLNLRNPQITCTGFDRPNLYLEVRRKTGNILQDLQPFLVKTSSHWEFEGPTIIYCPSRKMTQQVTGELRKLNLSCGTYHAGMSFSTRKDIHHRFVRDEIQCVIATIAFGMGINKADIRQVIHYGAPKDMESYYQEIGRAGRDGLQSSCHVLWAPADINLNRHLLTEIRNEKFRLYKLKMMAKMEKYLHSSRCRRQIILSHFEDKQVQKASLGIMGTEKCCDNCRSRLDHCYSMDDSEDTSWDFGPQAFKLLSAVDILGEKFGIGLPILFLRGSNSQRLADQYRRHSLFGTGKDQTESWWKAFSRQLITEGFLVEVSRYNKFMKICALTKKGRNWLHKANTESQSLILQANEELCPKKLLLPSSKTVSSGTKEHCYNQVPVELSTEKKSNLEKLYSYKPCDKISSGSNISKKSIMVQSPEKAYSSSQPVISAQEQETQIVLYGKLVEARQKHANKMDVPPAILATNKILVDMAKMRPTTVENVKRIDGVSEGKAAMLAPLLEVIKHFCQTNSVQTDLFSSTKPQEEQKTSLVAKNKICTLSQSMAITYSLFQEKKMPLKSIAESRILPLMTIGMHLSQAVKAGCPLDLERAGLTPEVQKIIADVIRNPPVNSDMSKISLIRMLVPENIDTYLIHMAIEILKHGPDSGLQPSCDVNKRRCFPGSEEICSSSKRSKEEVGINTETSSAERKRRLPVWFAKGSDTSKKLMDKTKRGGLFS
#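 WRN at 20 nM final was preincubated with compound for 15 min at room temperature; reaction started with 100 nM forked duplex oligonucleotide carrying fluorophore and quencher plus 2 mM ATP (final). Unwinding followed kinetically by red fluorescence (ex 525/em 598 nm).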
# IL1B secr inh – inflammasome signaling inhibition, IL-1 beta readout; THP-1 LPS/ATP IL-1B secretion, AlphaLISA, 16 h; stronger effect = lower value; activity change, % at 57.5 µM; actives 4.7% (n = 360,000); AID 743279; in the data active means activity change below about -50%; inconclusive means mostly about -30% to -49%; further: on the % scale 0 is the no-effect control and ±100 the full control effect
#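 THP-1 cells pretreated 1 hr with compounds (up to 57.5 uM final), then stimulated with LPS (250 ng/mL final) plus ATP (1.25 mM final); secreted IL-1B measured by AlphaLISA after 16 hr, decreased signal indicating inhibition.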
# ATXN2 expr inh – inhibitors of ATXN2 expression. HEK-293 ATXN2-luciferase reporter, luminescence, 24 h. Potency, µM (highest dose often 57 µM), for inactives: at the highest dose activity change, negative = inhibition, actives largely listed as inhibitors. actives 0.72% (n = 360,000). AID 1745845; further: potency means the concentration at half of the fitted maximal effect; on the % scale 0 is the no-effect control and ±100 the full control effect; nearly all actives have a fitted effect of over 55% in size
#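 ATXN2-luciferase reporter cells (luciferase flanked by upstream and downstream ATXN2 gene portions) were treated 24 h at 37 °C with compounds at up to 57 uM. SteadyGlo luminescence gave expression; GF-AFC fluorescence gave viability.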
# KB-3-1 tox – KB-3-1 parental cell cytotoxicity | KB-3-1 viability, CellTiter-Glo ATP luminescence, 72 h | actives 1.4% (n = 400,000) | Potency, µM (highest dose often 46.1 µM), inactives show at the highest dose activity change, negative = cytotoxic, usual class: cytotoxic; further: potency means the concentration at half of the fitted maximal effect; on the % scale 0 is the no-effect control and ±100 the full control effect; nearly all actives have a fitted effect of over 60% in size
#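 72 h, 37 °C compound treatment of KB-3-1 parental cells; CellTiter-Glo added, 10 min, luminescence read. Data corrected against DMSO-only plates and normalized before curve fitting.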
# KB-V1 MDR tox – kills drug-selected multidrug resistant KB-V1 cells | KB-V1 MDR cells viability, CellTiter-Glo, 72 h | Potency, µM (series often up to 46.1 µM), inactives show at the highest dose activity change, negative = cytotoxicity, actives largely listed as cytotoxic | actives 3.4% (n = 400,000); further: potency means the concentration at half of the fitted maximal effect; on the % scale 0 is the no-effect control and ±100 the full control effect; nearly all actives have a fitted effect of over 60% in size
#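 Cytotoxicity toward P-gp-expressing KB-V1 cells was determined as loss of CellTiter-Glo luminescence after 72 h at 37 degrees C. Compounds were tested in quantitative HTS format across a concentration range, with curves fitted to normalized data.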
# MCF10A rereplic – inducers of DNA re-replication in MCF 10A breast cells; MCF 10A DNA re-replication, Hoechst nuclear intensity, 48 h; Potency, µM (top dose mostly 46.1 µM), for the others: top-dose activity, positive = re-replication, usual class: activators; actives 2.9% (n = 350,000); AID 624296; further: potency means the concentration at half of the fitted maximal effect; % of control where 0% means no effect; nearly all actives have a fitted effect of over 50% in size
# Active calls of the source: *; u = inconclusive; x = not tested or not shown; & = joins results of further samples; [ ] = dose if it differs, or a comment. Unless noted, the call rests on the fitted dose curve; in most records, active means well fitted curve in the direction sought with a large enough effect; inconclusive means small, poorly fitted or top-dose-only effect, or another doubt; inactive means no such curve, though single readings can be large; an effect the other way counts as inactive or inconclusive.
SMILES,SW480 rereplic,HT1080NT lethal,HT1080 IDH1KD tx,WRN helicase inh,IL1B secr inh,ATXN2 expr inh,KB-3-1 tox,KB-V1 MDR tox,MCF10A rereplic
N#CCOc1coc(CN2CCN(c3ccccc3)CC2)cc1=O,15%,13%,0%,-4%,-5,x,2%,0%,-1%
C[C@H]1COc2cc(N3CC[C@H](O)C3)ccc2S(=O)(=O)N1,x,18%,11%,7%,22,13%,5%,5%,x
O=C(Cn1cccc1C(=O)c1ccccc1)NCCc1ccccc1,-3%,-5%,10%,1%,12,-7%,2%,8%,16%
CCCS(=O)(=O)NC(=O)C1(C)CCN(C(=O)c2ccc(OC)cc2)C1 (centres undefined),x,17%,0%,1%,12,7%,0%,6%,x
O=C(O)c1cccc(Oc2ccc([N+](=O)[O-])cc2)c1,-5%,8%,-2%,2%,8,4%,30%,-1%,2%
CC1CCC(NC(=O)c2cc(S(=O)(=O)N3CCCCC3)ccc2N2CCOCC2)CC1 (centres undefined),-3%,2%,7%,-4%,16,3%,1%,-9%,3%
Cc1cc(NS(=O)(=O)c2ccc(NC(=O)c3cnc(Cl)c(Cl)c3)cc2)nc(C)n1,-7%,2%,0%,6%,32,x,-5%,u,-2%
Cc1ccc(Cn2nnnc2CN2CCC(O)(c3cccnc3)CC2)cc1,-36%[inhibitor],14%,3%,11%,6,0%,2%,u,258%[9.22 µM]
COc1ccccc1N(CC(=O)NC1CC2CCC1C2)S(=O)(=O)c1ccc(C)cc1 (centres undefined),4%,1%,0%,-21%,u,0%,x,x,8%
Cc1ccc(SCCNC(=S)Nc2cc(C)ccc2C)cc1,3%,-5%,-17%,-18%,2,-3%,-6%,u,u
COC(=O)CCC(=O)N(C)CC1CCCN(CCc2cccc(C(F)(F)F)c2)C1 (centres undefined),-55%[inhibitor],4%,12%,-2%,6,0%,4%,21%,-3%
Cn1cnc2c1c(=O)n(Cc1c(Cl)cccc1Cl)c(=O)n2C,2%,-7%,-14%,-6%,-7,0%,1%,-7%,-181%[0.0737 µM]
CCn1ccc(=N)cc1,-2%,7%,7%,-23%,12,0%,-3%,0%,-4%
CCOCCCNC(=O)C(NC(=O)c1ccc(NC(C)=O)cc1)c1ccc(OC)cc1 (centres undefined),-3%,0%,0%,-8%,12,-5%,-2%,13%,-1%
O=C(O)CSCC(=O)Nc1ccc(-c2nc3ccccc3s2)cc1,13%,-26%,-28%,-12%[11.6 µM],22,-11%,5%,u,u

# Whole records, looked up by structure. Order of values: SW480 rereplic	HT1080NT lethal	HT1080 IDH1KD tx	WRN helicase inh	IL1B secr inh	ATXN2 expr inh	KB-3-1 tox	KB-V1 MDR tox	MCF10A rereplic
# CC1CCC(NC(=O)c2cc(S(=O)(=O)N3CCCCC3)ccc2N2CCOCC2)CC1 (centres undefined) is listed with -3%	2%	7%	-4%	16	3%	1%	-9%	3%
# Cc1ccc(Cn2nnnc2CN2CCC(O)(c3cccnc3)CC2)cc1 is listed with -36%[inhibitor]	14%	3%	11%	6	0%	2%	u	258%[9.22 µM]
# O=C(Cn1cccc1C(=O)c1ccccc1)NCCc1ccccc1 is listed with -3%	-5%	10%	1%	12	-7%	2%	8%	16%

# Additional results
SMILES,SW480 rereplic,HT1080NT lethal,HT1080 IDH1KD tx,WRN helicase inh,IL1B secr inh,ATXN2 expr inh,KB-3-1 tox,KB-V1 MDR tox,MCF10A rereplic
N#Cc1c(-c2ccccc2)c(C#N)c2nc3ccccc3n2c1N,25%,-4%,-2%,-10%[11.6 µM],-3,-31%,0%,-4%,10%
CC(C)(C)c1ccc(OCCC(=O)NC2=NCCS2)cc1,3%,-3%,-3%,8%[57.1 µM],1,2%,6%,11%,0%
CN(C)S(=O)(=O)c1cccc(C(=O)NCC(C)(C)CNC(=O)c2cccc(S(=O)(=O)N(C)C)c2)c1,-7%,-2%,-10%,-6%,-9,1%,4%,18%,5%
CCCNC(=O)Nc1nccs1,-10%,2%,13%,3%,3,11%,-6%,u,433%[0.0737 µM]
CCCCn1c(SCC(=O)OCC)nnc1-c1ccoc1C,4%,11%,11%,7%,-4,2%,13%,31%,11%
CCn1c(SCC(=O)Nc2ccc(NC(=O)c3ccco3)c(OC)c2)nc2ccccc2c1=O,13%,-9%,-9%,56%[activator],0,-22%,-3%,-28%,8%
CC(C)COc1ccc(CSCCNC(=S)Nc2ccccc2)cc1,u,u,u,-28%,-9,-20%,-1%,26µM*,u
O=C(C1=C[C@H](c2ccc(C(F)(F)F)cc2)C[C@H](OCc2ccc(CO)cc2)O1)N1CCN(Cc2ccc3c(c2)OCO3)CC1,4%[9.22 µM],-28%,-26%,-2%,x,u,-14%,u,u
NS(=O)(=O)c1cc(C(=O)NC2CCSc3ccccc32)ccc1Cl (centres undefined),-9%,-1%,-6%,0.84µM*,-14,2%,2%,13%,-33%[inhibitor]
Cc1cc(C(=O)O[C@H]2[C@H](Cc3ccccc3)NS(=O)(=O)[C@H]3C[C@@H]4C=C[C@]23O4)ccc1[N+](=O)[O-],-12%,0%,0%,-4%,u,-7%,u,0%,14%
CCC(=O)C1CCCN(C(=O)CCc2nnc(C3(c4ccc(Cl)cc4)CCC3)o2)C1 (centres undefined),-4%,0%,-3%,-31%,1,32%,x,x,20%
O=Cc1ccccc1OS(=O)(=O)c1ccccc1,-1%,17%,10%,-4%,u,3%,14%,11%,u
CC(C)[C@@H]1COC(c2cccc(C3=N[C@H](C(C)C)CO3)c2)=N1,25%,3%,-10%,-3%,14,4%,-9%,-5%,10%
CCCCCC(=O)N1CCN(CCN=CC2=C(O)CC(c3ccc(OC)c(OC)c3)CC2=O)CC1 (centres undefined),-8%&-9%,-2%&0%,0%&0%,-6%&4%,-14&14,0%&2%,4%&7%,u,25%&-6%
CCn1c(SCC(=O)NC(C)(C)C)nc(O)cc1=O,-3%,13%,15%,7%,-1,3%,-3%,u,0%
O=Cc1ccc(OCCOc2ccc([N+](=O)[O-])cc2)cc1,2%,2%,-1%,-11%,0,5%,13%,-9%,1%
CCC(=O)N1CCN(c2ccc(NC(=O)c3ccc4ccccc4c3)cc2)CC1,-9%,28%,5%,-6%,-23,-15%,20%,-17%,-6%
O=C(N/C(=C/c1ccc(Br)cc1)C(=O)N1CCOCC1)c1cccs1,-18%,1%,4%,-4%,-10,-13%,1%,-18%,u
COCCCNC(=O)c1cccc(C(=O)NCCCOC)c1,4%,4%,0%,6%,-2,5%,-15%,-19%,1%
O=C(CN1C(=O)NC(Cc2ccccc2)C1=O)Nc1ccc(F)c(Cl)c1 (centres undefined),4%,-10%,2%,1%,-10,-13%,2%,-5%,-3%
O=C(O)CC1COc2ccccc2N1C(=O)c1ccccc1Cl (centres undefined),u,2%,0%,1%,23,-16%,3%,3%,-51%[inhibitor]
COc1ccc(N(C(=O)c2cccc([N+](=O)[O-])c2)S(=O)(=O)c2ccc3c(c2)n(C)c(=O)n3C)cc1,-9%,16%,0%,9%,18,-9%,-24%,-1%,u
Cc1cc(C)c(OCCCCCn2ccnc2)c(C)c1,-2%,-1%,-12%,-3%,28,x,-22%,u,27%
Cc1cc(C)n2nc(C(=O)N3CCCC(N4CCN(c5ccccc5C)CC4)C3)cc2n1 (centres undefined),10%,1%,-11%,-11%,-5,-11%,x,x,-1%
CCOC(=O)CSc1nnc2c(n1)C1(C)CCC2C1(C)C (centres undefined),-8%,1%,8%,-6%,0,-13%,-4%,9%,12%
CC(=O)c1cccc(NC(=O)C2CCCC2)c1,0%,4%,7%,4%,-14,11%,11%,18%,-3%
COc1ccc(CCNC(=O)CCCn2c(=S)[nH]c3ccsc3c2=O)cc1OC,x,7%,-1%,4%,-9,x,-7%,17%,x
COc1cccc(CN2CCN(Cc3cccc(Br)c3)CC2)c1OC,-5%,-24%,-26%,u,-13,4%,-1%,1%,u
CC(CC(=O)Nc1ccc(Br)cc1F)S(=O)(=O)c1ccc2c(c1)NC(=O)CO2 (centres undefined),1%,-19%,-15%,3%,-2,-2%&-5%,-5%&-4%,u,6%
COc1cccc(/C=N/NC(=O)CNC(=O)c2ccncc2)c1O,0%,14%,u,-4%,1,x,1%,-4%,-1%
COCc1cc(C)nc(N2CCNCC2)c1C#N,0%,0%,7%,0%,1,1%,1%,11%,125%[0.0737 µM]
COc1cc(NC(=O)CSc2ncnc3sc4c(c23)CCC(C)C4)c(C(=O)O)cc1OC (centres undefined),-8%,-9%,-12%,-10%[11.6 µM],27,0%,12%,u,1%
CCc1nnc(NC(=O)CSc2nnc(CNC(=O)c3cc(OC)c(OC)c(OC)c3)o2)s1,-10%,17%,12%,-2%,0,1%,1%,9%,1%
CC(C)(C)c1csc(NC(=O)CCS(=O)(=O)c2ccc(F)cc2)n1,x,-13%,u,20%,-5,x,-4%,-18%,x
CCC1(C)Cc2nc3[nH]c(=S)n(-c4ccccc4C)c(=O)c3cc2CO1 (centres undefined),-4%,2%,-1%,-11%,40,6%,-1%,-17%,5%
COc1ccc(CCNCc2cc(C)n(-c3ccc(OC)cc3)c2C)cc1,-4%,-24%,-20%,1%,-29,x,3%,18%,8%
Cc1cc(OC(=O)c2ccco2)c2c(C)cc(=O)oc2c1,-3%,20%,-1%,-5%,-5,-5%,8%,-4%,3%
CCN(CC)c1ccc(NC(=O)c2ccc(Br)o2)cc1,-2%,10%,18%,3%,u,41%[activator],9%,-14%,2%
Cc1ccccc1CN1CCN(C(=O)c2cc(-c3ccncc3)nc3ccccc23)CC1,1%,-17%,2%,-24%,0,-21%,-22%,u,23%
CC1CCCC(O)(C(C(=O)O)c2ccccc2)C1 (centres undefined),1%,2%,6%,6%,8,-10%,5%,14%,2%
CCOc1ccc(NS(=O)(=O)c2ccc3c(c2)n(C)c(=O)n3C)cc1,-9%,-4%,0%,-3%,13,x,-20%,3%,-2%
